CCR6 antagonist: blocks CCL20-driven beta-arrestin recruitment at human CCR6. P51684. CHO-K1 CCR6 PathHunter beta-arrestin, luminescence, CCL20-stimulated. AID 493098. hit rate 0.49% among 340,000. inhibition, % at 20 µM;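 active = compounds whose inhibition of the agonist-driven luminescence signal at 20 µM reaches about 50%, limit read from the data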;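 also: cells stimulated with CCL20 at 14 nM final; plate controls were DMSO with CCL20 for no effect and DMSO without agonist for full effect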
Target sequence (P51684 whole entry, looked up): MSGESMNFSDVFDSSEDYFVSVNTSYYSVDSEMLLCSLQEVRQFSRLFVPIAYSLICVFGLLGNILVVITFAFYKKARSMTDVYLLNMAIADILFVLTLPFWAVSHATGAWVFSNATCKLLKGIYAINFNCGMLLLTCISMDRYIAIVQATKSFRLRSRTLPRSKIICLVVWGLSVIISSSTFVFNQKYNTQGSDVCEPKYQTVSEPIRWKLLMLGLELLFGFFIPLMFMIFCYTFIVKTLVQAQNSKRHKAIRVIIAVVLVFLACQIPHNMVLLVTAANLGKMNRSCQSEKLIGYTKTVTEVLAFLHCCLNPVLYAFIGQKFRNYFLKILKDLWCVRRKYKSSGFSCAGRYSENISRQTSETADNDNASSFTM
Jurkat NFkB inh: lowers PMA/ionomycin-induced NF-kB signal in Jurkat cells; PMA/ionomycin-induced NF-kB luciferase reporter, luminescence; hit rate 0.53% among 330,000; inhibition, % at 4 µM; in the data active = inhibition above about 50%
EBI2 block: EBI2 (human) antagonism; P32249; EBI2 beta-arrestin recruitment, luminescence, 7a,25-OHC stimulated; inhibition, % at 5 µM; hit rate 0.81% among 360,000; AID 651636; in the data active = inhibition above about 38%;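 also: enzyme fragment complementation signal reports receptor beta-arrestin coupling in cells; 0% = agonist plus DMSO wells and 100% = wells without agonist; some results beyond the cut were filed as inactive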
Target sequence (P32249 whole entry, looked up, the tested form may be a part): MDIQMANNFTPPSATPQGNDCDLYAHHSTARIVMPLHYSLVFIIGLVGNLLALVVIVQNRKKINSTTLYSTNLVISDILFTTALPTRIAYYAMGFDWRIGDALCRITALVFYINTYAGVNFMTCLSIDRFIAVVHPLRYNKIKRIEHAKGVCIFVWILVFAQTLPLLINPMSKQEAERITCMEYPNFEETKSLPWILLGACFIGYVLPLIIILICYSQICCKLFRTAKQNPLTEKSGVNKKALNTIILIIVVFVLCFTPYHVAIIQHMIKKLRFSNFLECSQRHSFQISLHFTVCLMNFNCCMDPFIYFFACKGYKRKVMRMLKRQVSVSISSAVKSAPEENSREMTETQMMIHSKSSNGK
UBC13 polyUb: human UBC13 polyubiquitination inhibition; P61088; UBC13 polyubiquitin chain formation, TR-FRET; inhibition, % at 20 µM; hit rate 0.47% among 330,000; AID 485273; in the data active = inhibition above about 45%, passing the limit was not always enough; inconclusive = no clear call, values can overlap the other calls
Target sequence (P61088 whole entry, looked up): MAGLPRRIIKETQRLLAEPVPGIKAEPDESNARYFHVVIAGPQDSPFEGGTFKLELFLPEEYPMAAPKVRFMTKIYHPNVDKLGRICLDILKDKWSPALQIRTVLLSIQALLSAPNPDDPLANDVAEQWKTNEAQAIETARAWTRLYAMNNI
CXCR6 inh: blocks human CXCR6 beta-arrestin recruitment; hit rate 0.36% among 360,000; O00574; AID 602244; CHO-K1 PathHunter CXCR6 beta-arrestin, luminescence; inhibition, % at 20 µM; in the data active = inhibition above about 34%, passing the limit was not always enough;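 also: antagonist mode with CXCL16 agonist at 10 nM final; 0% = 10 nM CXCL16 with DMSO and 100% = unstimulated wells without agonist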
APJ antagonist: APJ receptor antagonism | inhibition, % at 20 µM | hit rate 0.32% among 330,000 | CHO-K1 APJ beta-arrestin complementation, luminescence | AID 2521;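 active = inhibition above about 40% at 20 µM, limit read from the data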;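 also: cells challenged with 10 nM apelin-13 agonist together with compound; plate controls were apelin-13 plus DMSO wells for no effect and DMSO wells lacking apelin-13 for full effect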
Gli-Sufu block: antagonists of Gli-Sufu signaling; Sufu-KO-LIGHT fibroblasts, Gli luciferase reporter luminescence; inhibition, % at 5 µM; hit rate 0.74% among 340,000; AID 588413;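 active = inhibition above about 55%, limit read from the data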;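 also: 0% = DMSO-treated cells and 100% = wells with medium but no cells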
697 NFkB inh: lowers PMA/ionomycin-induced NF-kB signal in 697 B cells; inhibition, % at 4 µM; 697 B-cell NF-kB luciferase reporter, 16 h; hit rate 0.33% among 330,000; AID 435022; in the data active = inhibition above about 35%
* marks the source's active call; other numbers are inactive results; ? = inconclusive; · = no result given; & = joins results of further samples. No enrichment for hits (roughly 3% active in at least one column).

SMILES	CCR6 antagonist	Jurkat NFkB inh	EBI2 block	UBC13 polyUb	CXCR6 inh	APJ antagonist	Gli-Sufu block	697 NFkB inh
CN1C=CC(=CC=C2C=CC(=O)C=C2)C=C1	1.2	-21.7	-9.7	-19.3	-4.8	-11.8	7.3	2.8
N#C/C(=C/c1ccc(O)c(O)c1)C(=O)NCc1ccc(Cl)cc1	31.4	-24.7	7.6	-34.3	24.1	2.3	21.5	-100.5
NS(=O)(=O)c1ccc(CCNC(=O)c2cccnc2)cc1	-14.1	-5.6	-4.5	-14.1	7.0	-1.2	6.6	18.4
CCn1nc(C)cc1C(=O)Sc1cccc(Cl)c1	27.0	1.5	-20.6	0.8	12.3	33.6	3.1	-7.4
COc1cc(C(=O)NCC(=O)N/N=C/c2c(C)[nH]c3ccccc23)cc(OC)c1OC	1.6	11.7	-1.1	12.3	10.9	3.1	-0.1	8.7
CC(=O)Nc1ccc(S(=O)(=O)NCCSCc2ccc(Cl)cc2Cl)cc1	6.3	17.4	22.3	4.8	-7.6	7.6	21.0	-23.9
Cc1cc(C)c(C)c(S(=O)(=O)N2CCC(C(=O)NCCCN3CCOCC3)CC2)c1C	0.6	-4.9	-5.1	-9.9	8.5	-49.6	2.4	14.1
O=C(CCn1ccnc1)Nc1ccc2ccccc2c1	-4.1	13.4	-7.0	-1.1	-6.2	-1.2	46.0	24.9
CCc1c(O)nc(SCC(=O)Nc2nc3ccccc3s2)n(-c2ccccc2)c1=O	13.5	-19.4	6.6	0.3	10.3	-12.6	3.5	-1.4
N#CC(=C=[N-])C1=C(C#N)C(c2ccccc2F)C([n+]2ccccc2)C(O)(C2CC2)N1 (stereo unspecified)	6.3	8.8	-18.4	?	-2.9	1.0	-1.2	31.3
COC(=O)c1cn(Cc2cccc(C)c2)nn1	3.4	-5.5	-19.1	-11.5	-0.3	8.6	6.3	-1.9
O=C(NCCOc1nc(N2CCCCC2)nc(N2CCOCC2)n1)Nc1ccccc1	-1.6	-10.5	0.2	8.0	11.4	1.8	6.7	21.2
CCOC(=O)N1CCN(S(=O)(=O)c2ccc(C(=O)Nc3nc4ccccc4s3)cc2)CC1	13.3	-25.7	-23.8	-7.3	-4.5	0.4	-2.1	-69.0
COc1ccc(-c2nc3ccc([N+](=O)[O-])cc3[nH]2)cc1	3.5	·	11.1	·	-44.7	·	-81.8	·
CCCCn1c(-c2cccc3ccccc23)nc2cc3[nH]c(=O)c(C(C)C)nc3cc21	0.7	23.7	16.1	5.1	0.2	-6.5	1.8	25.9
CC(=O)c1ccc(Oc2cc(C)nc(NCc3ccccc3)n2)cc1	3.6	6.4	6.4	2.7	-1.5	20.6	3.1	-17.0
Cc1ccccc1NC(=O)NCc1ccccn1	-7.7	14.8	-9.7	1.2	10.1	9.8	5.7	8.6
N#Cc1cc(C(=O)c2ccccc2OCC(=O)Nc2ccccc2)cn(C2CCCCC2)c1=O	16.7	6.7	6.4	4.2	13.3	8.6	4.2	0.4
CS(=O)(=O)c1cccc(C(=O)NCc2ccccc2)c1	-8.1	5.2	4.6	-3.3	-1.7	-0.7	-2.2	11.0
Cc1csc(N2CCc3ccccc32)n1	-3.1	-23.3	-6.0	2.1	1.2	-16.9	-6.7	-42.8
O=C(Nc1ccccc1Cl)OC1CCCCC1	22.0	-13.3	16.6	4.4	-3.0	17.0	-17.1	-17.1
CCN(CC)S(=O)(=O)c1ccc(C(=O)N2CCN(C(=O)c3ccco3)CC2)cc1	2.8	15.6	-8.8	2.4	3.0	-1.7	-2.9	18.9
C=C1C(=O)OC2C1CCC(C)=C1C(=O)C3OC3(C)C12 (stereo unspecified)	47.5	·	52.2*	·	47.3*	·	-1.4	·
CCOC(=O)c1ccc(NC(=S)NCCCN2CCCCC2)cc1	-5.9	6.7	-8.8	16.8	2.6	-6.1	3.5	18.8
COc1ccc(CN2CCNC(=O)C2CC(=O)NCc2cnn(C)c2)cc1OC (stereo unspecified)	7.9	9.3	-0.2	3.1	-6.1	8.2	-4.7	5.6
CC(CC(=O)NCC1CCCO1)c1ccccc1 (stereo unspecified)	9.5	-15.0	-5.9	0.6	-14.7	10.1	-5.2	-2.2
CC1Sc2ccc(S(=O)(=O)CCC(=O)Nc3ccccc3Cl)cc2NC1=O (stereo unspecified)	15.4	5.8	-6.3	0.0	-5.3	-12.2	-7.2	2.9
Nc1nc(COC(=O)CCC(=O)c2ccc(Cl)cc2)nc(Nc2ccccc2)n1	10.7	-1.6	-3.7	-2.5	-15.3	-18.1	-11.9	-3.3
O=C(Nc1nnc(-c2ccc(Cl)s2)o1)C1CCCCC1	18.0	-7.3	-6.3	7.0	13.0	3.6	-63.5	0.9
Cc1ccccc1OCC(=O)NNC(=O)C1CC(=O)N(c2ccc3c(c2)OCCO3)C1 (stereo unspecified)	6.2	-3.1	-6.4	-1.9	-1.2	7.9	-2.7	10.4

Sorted by the number under CXCR6 inh (falling): 3 of the compounds above.
Compound	CCR6 antagonist	Jurkat NFkB inh	EBI2 block	UBC13 polyUb	CXCR6 inh	APJ antagonist	697 NFkB inh
O=C(Nc1nnc(-c2ccc(Cl)s2)o1)C1CCCCC1	18.0	-7.3	-6.3	7.0	13.0	3.6	0.9
O=C(Nc1ccccc1Cl)OC1CCCCC1	22.0	-13.3	16.6	4.4	-3.0	17.0	-17.1
COc1ccc(CN2CCNC(=O)C2CC(=O)NCc2cnn(C)c2)cc1OC (stereo unspecified)	7.9	9.3	-0.2	3.1	-6.1	8.2	5.6

(list continues)
SMILES	CCR6 antagonist	Jurkat NFkB inh	EBI2 block	UBC13 polyUb	CXCR6 inh	APJ antagonist	Gli-Sufu block	697 NFkB inh
CC(C)Cn1c(SCC(=O)N2CCCCC2)nc2ccccc2c1=O	10.8	13.0	4.7	-0.4	3.7	-4.5	12.1	13.2
Cc1ccc(S(=O)(=O)N2CCN(C(=O)c3ccccc3)CC2)c(C)c1NS(C)(=O)=O	5.0	4.7	-4.4	-10.7	-17.2	-10.4	13.2	3.8
CC1CCN(S(=O)(=O)c2cn(CC(=O)Nc3ccc(C#N)cc3)cn2)CC1	2.9	-6.3	10.6	-4.8	1.2	-13.1	3.5	-2.6
Cc1cccc(Nc2nc(-c3ccc(O)cc3O)cs2)n1	-22.2	-48.3	-29.4	8.7	-3.2	-20.7	-61.2	-78.5
Cc1ccc(S(=O)(=O)N2CCOC2CNC(=O)C(=O)NCc2ccccn2)cc1 (stereo unspecified)	-1.0	-3.1	-3.6	2.5	1.6	16.5	-1.2	6.7
CC(C)N(C(=O)Cn1cc(S(=O)(=O)CC(=O)Nc2ccccc2)c2ccccc21)C(C)C	11.7	2.4	3.6	-7.7	-5.9	38.6	-13.9	-31.6
CC(C)CC(=O)NC(=S)Nc1cc(C(=O)O)ccc1Cl	-19.1	8.1	10.2	-3.6	-0.7	-24.5	-1.5	6.4
O=C(NC(=S)Nc1ccccc1N1CCOCC1)c1cccc([N+](=O)[O-])c1	38.6	4.1	16.4	-8.1	17.6	19.3	12.3	-8.3
COc1ccc(S(=O)(=O)NC2(C(F)(F)F)N=C(c3ccccc3)NC2=O)cc1 (stereo unspecified)	6.0	-2.2	-0.8	-9.0	-1.9	3.3	27.4	-13.4
C=Cn1cc[n+](CC(=O)c2ccc(OC)cc2)c1	3.0	12.9	-3.7	4.6	8.1	15.0	2.2	-7.2
Cc1ccc(Nc2ncnc(N)n2)cc1C	8.8	-8.6	-11.9	4.8	0.8	-3.0	-23.7	-4.0
CCOc1ccc(S(=O)(=O)Nc2nc3ccccc3nc2Nc2ccc(N3CCOCC3)cc2)cc1	8.4	-14.4	-2.3	-28.7	1.6	-10.1	-2.8	-16.4
O=C(N/N=C\c1ccc(-c2ccc([N+](=O)[O-])cc2)o1)c1ccc2c(c1)OCO2	16.3	-2.5	-4.5	-47.2	-0.5	-2.8	1.0	-27.4
CCOC(=O)C1CCN(C(=O)C(C)Oc2ccc(Br)cc2)CC1 (stereo unspecified)	11.7	2.0	-1.9	5.8	-3.1	9.3	13.8	2.2
CC(C)(C)c1ccc(C(=O)NNC(=S)NC(=O)c2cccnc2)cc1	27.0	-38.6	-12.8	-9.5	27.7	22.1	-6.5	-19.9
Nc1ccc(-n2nncc2-c2ccco2)cc1	1.5	-27.4	-6.5	2.3	2.6	17.6	49.7	-4.4
CCOC(=O)c1c(NC(=O)C2CCCO2)sc2c1CCC2 (stereo unspecified)	7.6	0.1	9.9	6.3	-8.0	-6.7	-5.2	8.2
Cc1ccc(SCCN2CCN(CCc3ccccc3)CCC2=O)cc1	8.0	3.7	8.2	6.2	-9.5	10.7	14.7	18.9
COc1ccc(NC(=O)C(NC(=O)OC(C)(C)C)C(C)OCc2ccccc2)cc1 (stereo unspecified)	-7.9	6.0	-9.2	2.4	4.2	8.6	0.1	13.2
Cc1ccc(S(=O)(=O)n2cc(CO)c3ccccc32)cc1	-3.5	·	4.6	·	-1.9	·	-20.2	·
CCC1(C)COC(C)(CC(=O)NNC(=O)Nc2ccccc2)OC1 (stereo unspecified)	-14.0	7.4	-2.8	-8.1	0.3	-7.0	20.9	19.9
CS(=O)(=O)N(CC(=O)N1CCCC1)Cc1ccc(F)cc1	-2.4	-22.6	-6.4	-7.4	3.3	-25.1	1.8	-27.8
COC(=O)c1c(C)cc(C)n2c1nc1ccccc12	-7.2	1.2	-5.6	6.9	1.2	12.5	7.2	6.8
O/N=C1\CCSc2ccc(F)cc21	2.9	6.8	-7.2	14.1	-7.1	5.7	6.6	3.4
O=C(COC(=O)/C=C/c1c(F)cccc1Cl)NCC1CCCO1 (stereo unspecified)	6.9	13.6	4.8	-4.6	-0.8	15.7	-7.0	3.6
C/C(=N\N=C(/N)c1nonc1N)c1ccc2c(c1)OCO2	12.7	-94.5	-6.5	-6.6	-0.5	2.3	-88.5	-185.5
Cc1ccc(C(c2nnnn2CC2CCCO2)N2CCN(c3cccc(C)c3C)CC2)cc1 (stereo unspecified)	17.5	2.4	16.5	1.6	10.3	13.3	16.4	18.7
Cc1ccc(C(=O)Nc2cccc(C(F)(F)F)c2)cc1NC(=O)c1csc(-c2ccncc2)n1	2.6	-1.7	13.6&17.7	1.5	6.0&-7.4	-70.1	40.0	-8.5
Cc1noc(C)c1S(=O)(=O)N(C)C[C@H]1Oc2c(NC(=O)NC3CCCCC3)cccc2C(=O)N([C@H](C)CO)C[C@@H]1C	1.0	1.1	-5.3	3.7	-5.8	17.5	8.9	19.3
c1ccc(C(Cc2nc(-c3cccnc3)no2)c2ccccc2)cc1	6.9	1.3	17.0	6.6	0.7	9.4	-4.0	-17.6
CC(CNC(=O)CCS(=O)(=O)c1ccc2c(c1)oc(=O)n2C)c1ccccc1 (stereo unspecified)	15.6	11.1	5.9	2.8	-1.0	5.1	-2.6	2.7
NC(=O)c1ccc(NC(=O)C2CCCC2)cc1	-10.2	-8.4	1.1	-11.3	-0.1	1.3	48.8	-18.1
NC(=O)COC(=O)c1cccc(S(=O)(=O)N2CCCc3ccccc32)c1	9.7	-20.9	1.8	-9.9	13.7	18.8	1.8	-26.7
CCOC(=O)C1=C(C)NC(C)=C(C(=O)OCC)C1c1ccco1	3.9	7.2	0.2	-6.2	8.4	-8.3	3.7	14.2
COc1ccc(/C=C/C(=O)O)cc1S(=O)(=O)N1CCCC1	1.2	-30.0	1.1	-6.5	-4.9	-8.4	-14.0	-16.2
CC1CN(C(=O)CCNS(=O)(=O)c2ccc(Br)cc2)CC(C)O1 (stereo unspecified)	0.9	5.0	-3.4	1.0	-9.9	-6.2	-0.1	6.5
CCOc1ccc([N+](=O)[O-])c(N)c1	2.8	11.5	-7.7	-15.9	1.6	-1.5	-3.6	16.1
COc1cc(C(=S)N2CCCCC2)ccc1OCC(=O)N1CCCC1	-20.0	-17.9	5.4	0.7	5.3	2.2	16.6	-1.1
Cc1ccc(NC(=O)CSCC(=O)Nc2ccccc2N2CCCC2)cc1	2.5	1.7	-1.0	4.7	7.2	-0.4	14.0	2.8
